Assay outcomes (PubChem BioAssay)
Rtt109 Vps75 – inhibitors of C. albicans Rtt109/Vps75 HAT, primary screen, biochemical, ThioGlo CoA-SH fluorescence, plate reader. Histone acetyltransferase RTT109 (Candida albicans (strain SC5314 / ATCC MYA-2876)), …. purified Rtt109/Vps75, 4 h. inhibition, % at 34.9 µM. 330,000 compounds, 0.16% hits. AID 540336, 2011;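 active means inhibition of at least 50% in every replicate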
Target sequence (Q5AAJ8 whole entry, looked up): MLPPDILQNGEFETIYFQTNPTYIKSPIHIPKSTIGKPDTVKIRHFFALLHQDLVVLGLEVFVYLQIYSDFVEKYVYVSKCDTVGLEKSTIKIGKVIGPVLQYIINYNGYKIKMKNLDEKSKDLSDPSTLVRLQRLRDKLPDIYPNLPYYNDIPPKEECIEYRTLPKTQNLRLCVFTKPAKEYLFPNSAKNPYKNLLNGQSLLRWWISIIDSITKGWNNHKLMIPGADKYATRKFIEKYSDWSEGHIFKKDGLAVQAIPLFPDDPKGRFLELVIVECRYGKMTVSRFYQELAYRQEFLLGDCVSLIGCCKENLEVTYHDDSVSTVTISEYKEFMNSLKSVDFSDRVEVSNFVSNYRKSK
CAL PDZ FP-1 – untagged CAL PDZ binding inhibitors, primary screen, biochemical, fluorescence polarization, HTS. Golgi-associated PDZ and coiled-coil motif-containing protein (Homo sapiens), Q9HD26. purified CAL PDZ, TMR-peptide fluorescence polarization, 1 h. inhibition, % at 24.9 µM. 300,000 compounds, 0.92% hits. AID 602252, 2012;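 active means mean inhibition of at least 30% with at least half of replicates also reaching 30%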;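 further: 0% = DMSO neutral control and 100% = excess unlabeled competitor peptide PRC23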
Keap1-Nrf2 PPI – Keap1-Nrf2 protein-protein interaction inhibitors, primary screen, biochemical, fluorescence polarization, single point. Kelch-like ECH-associated protein 1 (Homo sapiens), Q14145. Keap1 Kelch-Nrf2 peptide fluorescence polarization, 1536-well. inhibition, % at 9.4 µM. 340,000 compounds, 0.15% hits. AID 504523, 2011; in the data active means inhibition above about 12%;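 further: human Keap1 Kelch domain with fluorescein labeled Nrf2 9mer peptide probe; 0% = neutral control wells and 100% = peptide positive control; higher means more block of Keap1 binding to Nrf2 peptide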
cardiac RTF act – cardiac RTF calcium sensitivity activators, primary screen, biochemical, IANBD-TnC fluorescence, EC20 calcium; Troponin I, cardiac muscle (Homo sapiens) + Troponin T, cardiac muscle (Homo sapiens) + …; IANBD-labeled TnC RTF fluorescence at EC20 calcium; 0% EC20 calcium, 100% full calcium; activation, % at 7.2 µM; 340,000 compounds, 0.24% hits; AID 493008, 2010;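 active means activation above the mean over all tested compounds plus 3 SD, cut at about 30% in these data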;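 further: rise in fluorescence read as greater calcium sensitivity of cardiac thin filaments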
PKA-R2B activ – activators of PKA-R2B holoenzyme, primary screen, biochemical, fluorescence polarization, Cy5-IP20, human. cAMP-dependent protein kinase catalytic subunit beta (Homo sapiens) + cAMP-dependent …. activation, % at 11.4 µM. AID 504700, 2011. 340,000 compounds, 0.079% hits. PKA-R2B holoenzyme dissociation; R2B truncated from residue 108, S112A mutant; 0% DMSO only, 100% 113 µM cGMP;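 active means activation above a cutoff set at the mean over all compounds plus 3 SD, cut at about 18% in these data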;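 further: higher means more holoenzyme dissociation and a rise in polarization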
DAGLB inh – DAGLB lipase inhibitors, primary screen, biochemical, fluorescence, HTS | Diacylglycerol lipase-beta (Homo sapiens), Q8NCG7 | HEK293T DAGLB membrane lysate, EnzChek fluorogenic substrate | inhibition, % at 5.17 µM | 340,000 compounds, 0.059% hits | AID 504411, 2011; in the data active means inhibition above about 34%;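 further: 0% = enzyme with vehicle and 100% = wells lacking enzyme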
Target sequence (Q8NCG7 whole entry, looked up): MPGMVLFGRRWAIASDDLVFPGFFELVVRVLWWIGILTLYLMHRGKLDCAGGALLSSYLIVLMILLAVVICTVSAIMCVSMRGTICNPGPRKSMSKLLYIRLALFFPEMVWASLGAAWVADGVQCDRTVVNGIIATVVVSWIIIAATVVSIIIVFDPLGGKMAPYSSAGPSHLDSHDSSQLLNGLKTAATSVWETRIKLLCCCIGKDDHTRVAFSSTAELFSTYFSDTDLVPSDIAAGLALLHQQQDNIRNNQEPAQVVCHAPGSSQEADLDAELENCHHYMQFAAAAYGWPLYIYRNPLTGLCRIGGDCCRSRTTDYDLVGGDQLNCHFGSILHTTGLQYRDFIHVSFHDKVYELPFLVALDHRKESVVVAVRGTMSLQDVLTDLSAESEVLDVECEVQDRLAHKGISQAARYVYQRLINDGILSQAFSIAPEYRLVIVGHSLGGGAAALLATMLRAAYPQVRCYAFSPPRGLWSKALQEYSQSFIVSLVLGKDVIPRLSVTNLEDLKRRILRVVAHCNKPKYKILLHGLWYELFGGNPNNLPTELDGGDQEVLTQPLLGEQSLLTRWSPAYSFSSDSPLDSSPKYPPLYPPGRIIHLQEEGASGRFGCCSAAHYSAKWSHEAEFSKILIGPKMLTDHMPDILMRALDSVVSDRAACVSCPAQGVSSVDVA
SR-BI uptake up – activators of SR-BI mediated DiI-HDL uptake, primary screen, ldlA[mSR-BI] CHO cells, DiI fluorescence | 3 h; 100 = double the neutral-control signal | activation, % at 12.5 µM | 320,000 compounds, 0.096% hits | AID 504775, 2011;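 active means mean replicate activation of at least 60% and every replicate at or above 60%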;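 further: 0% = median plate neutral-control signal and 100% = twice that signal; values of inactives mirror those of a sister screen read the other way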
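Test system: SR-BI-overexpressing, LDLR-lacking CHO cells. Measured by: DiI fluorescence, bottom read. Medium: Ham's F12 with 0.5% BSA, HEPES 25 mM, pH 7.4. Timing: 3 h uptake period with compound, 37 °C.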
CAL PDZ FP-2 – CAL PDZ peptide-binding inhibitors, primary screen, biochemical, fluorescence polarization, Cer-tagged CAL PDZ, HTS | inhibition, % at 20 µM | AID 504414, 2011 | 330,000 compounds, 0.02% hits | Golgi-associated PDZ and coiled-coil motif-containing protein (Homo sapiens), Q9HD26 | purified CAL PDZ, TMR-peptide fluorescence polarization, 1 h;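 active means highest replicate inhibition of at least 40%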;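 further: plate controls were DMSO neutral control wells for no effect and unlabeled competitor peptide control wells for full effect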
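material = purified tagged CAL PDZ domain construct (CerCALP) | compound dosing = 20 µM, one dose | times = 1 h at RT | measured by = fluorescence polarization from S- and P-plane intensities, G-factor corrected | read-out = inhibition from polarization loss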
LANA DNA inh – inhibitors of KSHV C-LANA binding to DNA, primary screen, biochemical, fluorescence polarization, FAM-LBS DNA, MBP-C-LANA, single point; inhibition, % at 9 µM; AID 504423, 2011; 340,000 compounds, 0.078% hits; Kaposi's sarcoma herpesvirus LANA C-terminal domain (residues 932-1162) DNA binding;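 active means highest replicate inhibition at or above 60% at 9 µM, even if other replicates fall short; inactive means all replicates below 60% inhibition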;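 further: 0% = neutral control wells and 100% = 4 µM acridine orange control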
Cardiac RTF inh – cardiac RTF calcium sensitivity inhibitors, primary screen, biochemical, IANBD-TnC fluorescence, EC70 calcium; Troponin I, cardiac muscle (Homo sapiens) + Troponin T, cardiac muscle (Homo sapiens) + …; IANBD-labeled cardiac RTF, Ca2+ fluorescence; inhibition, % at 7.15 µM; 340,000 compounds, 0.12% hits;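 active means inhibition above the mean inhibition of all tested compounds plus 3 SD, cut at about 17% in these data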;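 further: assay run at fixed EC70 calcium of 1.6 mM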
An asterisk follows results filed as active; / = not tested or not shown.

Rtt109 Vps75	CAL PDZ FP-1	Keap1-Nrf2 PPI	cardiac RTF act	PKA-R2B activ	DAGLB inh	SR-BI uptake up	CAL PDZ FP-2	LANA DNA inh	Cardiac RTF inh	Compound
6	0	4	-1	-9	-1	6	-0.5	2.8	3	O=C(NCC1CCN(S(=O)(=O)c2ccccc2)CC1)Nc1ccc(F)cc1
1	0	-3	2	1	1	-18	-0.4	0.4	-9	O=C(CSc1nc2ccccc2c(=O)n1-c1ccc(F)cc1)Nc1ccc(Cl)c(S(=O)(=O)N2CCOCC2)c1
/	-2	-5	1	-10	2	-1	-1.0	1.4	-1	CC(/C=C/c1ccccc1)=N\NC(=O)CNC(=O)c1ccccc1Cl
21	0	2	-9	3	2	-28	-0.8	-0.8	11	Cc1[nH]n(-c2ccccc2)c(=O)c1C(c1cccc([N+](=O)[O-])c1)c1c(C)[nH]n(-c2ccccc2)c1=O
1	-4	2	-2	-12	3	-7	-0.9	-0.8	-3	COc1ccccc1NC(=S)NN1CCN(C)CC1
-1	-4	-3	-2	-4	-12	-24	-1.9	1.4	7	O=C(Nc1c(Cl)cc(Cl)cc1-c1nc2ccccc2s1)c1ccc(Br)o1
-1	/	-9	8	0	3	-12	-2.0	-1.2	-10	Cc1nn(C)c(C)c1S(=O)(=O)N1CCCC(C(=O)N2CCN(c3ccccc3)CC2)C1 (stereo unspecified)
-5	3	0	2	0	-2	-21	-1.9	-0.6	-9	COc1ccccc1OCCCCN1CCN(c2ccccc2OC)CC1
8	1	-5	-7	1	3	-14	-0.7	0.5	6	Cc1cccc(C)c1NC(=O)C1CCCN1S(=O)(=O)c1ccc(-c2ccc(=O)[nH]n2)s1 (stereo unspecified)
-6	-2	2	0	9	-1	4	-1.8	-0.9	-7	O=C(O)Cn1ncc2ccccc2c1=O
-9	-8	-4	7	-2	2	11	/	1.0	6	CCCCC(CCC(=O)O)(C(=O)OCC)c1csc(N)n1 (stereo unspecified)
6	-6	-1	-5	-11	0	-15	0.1	1.7	4	Cc1cc(C(=O)N/N=C/c2ccc(-c3cccc(Cl)c3Cl)o2)n[nH]1
-7	-1	1	-6	6	-1	13	0.8	1.6	-9	CC(C)(C)S(=O)N1Cc2cc(=O)n(Cc3ccccc3)c(CCO)c2[C@@H]1CCO (stereo partly specified)
6	-1	1	0	-13	0	/	-1.3	-0.7	5	COc1ccccc1NC(=O)COC(=O)C1C2CC3OC(=O)C1C3C2 (stereo unspecified)
-12	-7	-1	-1	10	-2	7	-0.7	0.4	1	COc1ccc(CNC(=O)c2ccc(NC(=O)C3CCCO3)cc2)cc1 (stereo unspecified)
1	-8	5	-2	4	0	-35	0.8	-1.8	-7	CCOC(=O)c1c(NC(=O)C2c3ccccc3Oc3ccccc32)sc(C(N)=O)c1C
2	2	1	3	-7	-2	-3	-0.4	-0.1	1	O=C(c1cnc2n(c1=O)CCS2)N1CCCc2ccccc21
-1	9	0	5	4	-8	3	0.0	-0.8	-5	O=C(CC(NC(=O)c1ccccc1)c1ccccc1)NCc1ccccc1 (stereo unspecified)
-10	-2	0	1	1	-2	1	-0.7	0.6	-16	COc1cc(OC)cc(C(=O)NNC(=O)CCNC(=O)c2ccc(Br)cc2)c1
0	-2	-2	0	-7	-4	-65	-2.1	5.2	-6	COc1cc(/C=C(/C#N)c2nc3ccccc3[nH]2)ccc1Oc1ncccc1[N+](=O)[O-]
-4	-5	-3	7	11	-3	18	-1.4	-0.7	-6	O=C(NC1CCCCC1)N1CCC(c2nc3ccccc3[nH]2)CC1
2	/	-7	-4	0	-3	59	0.5	-0.8	2	CC(C)Cc1nc(SCC(=O)NCc2ccccc2)n[nH]1
2	-5	-3	-5	-8	0	-5	-0.8	0.1	-4	O=C(O)CCC(=O)Nc1ccc(OCC2CCCO2)cc1 (stereo unspecified)
-3	-2	-1	-1	0	1	19	-1.0	1.3	2	O=C(NCc1ccco1)c1ccc(=O)oc1
5	-5	0	2	4	0	-41	-4.4	0.5	1	Cc1ccc(S(N)(=O)=O)cc1NC(=O)/C=C/c1ccc2c(c1)OCO2
-2	-1	-5	4	5	0	-20	0.0	1.4	1	COc1ccccc1N1CCN(C(=O)CN2C(=O)c3ccccc3C2=O)CC1
-1	-2	-3	-2	-1	-3	-5	-2.1	0.5	-3	COc1cc(CNCCN2CCOCC2)ccc1OCC(=O)NC(C)(C)C
0	-1	-6	0	-11	-2	10	-1.6	0.8	5	Cc1cc(-n2c(=O)c(C#N)cc3c(=O)n4cccc(C)c4nc32)no1
-2	52*	1	5	3	2	3	/	-0.2	-5	O=C(Oc1ccc(Cl)c2cccnc12)c1cccnc1
7	-2	-4	-2	-8	-1	-12	-1.6	-0.8	-2	CCC(=O)Nc1cccc(-c2cnc3ccccc3n2)c1

Structures shown so far that have a cyano group (2):
Rtt109 Vps75	CAL PDZ FP-1	Keap1-Nrf2 PPI	cardiac RTF act	PKA-R2B activ	DAGLB inh	SR-BI uptake up	CAL PDZ FP-2	LANA DNA inh	Cardiac RTF inh	Compound
0	-2	-2	0	-7	-4	-65	-2.1	5.2	-6	COc1cc(/C=C(/C#N)c2nc3ccccc3[nH]2)ccc1Oc1ncccc1[N+](=O)[O-]
0	-1	-6	0	-11	-2	10	-1.6	0.8	5	Cc1cc(-n2c(=O)c(C#N)cc3c(=O)n4cccc(C)c4nc32)no1

More results follow.
Rtt109 Vps75	CAL PDZ FP-1	Keap1-Nrf2 PPI	cardiac RTF act	PKA-R2B activ	DAGLB inh	SR-BI uptake up	CAL PDZ FP-2	LANA DNA inh	Cardiac RTF inh	Compound
11	-5	0	1	13	-2	-1	-1.2	1.2	3	Cc1ccc(-n2nnnc2SCC(=O)N2CC(=O)Nc3ccccc32)cc1
31	-7	-1	-6	-8	-4	-14	-2.6	-0.2	0	CC(O)CNc1nc2ccccc2n1-c1ncnc2sc3c(c12)CCC3 (stereo unspecified)
-1	1	0	-6	7	0	25	-0.9	2.3	2	Nc1nc(CSCCO)nc(Nc2ccc(F)cc2)n1
0	-16	7	0	-2	2	25	-0.3	-2.3	-5	CN(C)C(=O)CCc1ccc2c3c([nH]c2c1)[C@]1(C)[C@@H](C(=O)N2CCCCC2)C[C@H](CC(=O)NCc2ccco2)C(=O)N1CC3
-1	/	-2	1	-3	-2	-11	0.1	-0.2	1	COc1ccc(NC(=O)C2=CC(c3cccs3)=NS(=O)(=O)N2C)cc1
8	-1	0	1	7	-1	-3	-0.8	0.2	-5	O=C(O)c1ccc2c(c1)C(=O)N(C(Cc1ccc(O)cc1)C(=O)O)C2=O (stereo unspecified)
3	-4	-4	1	1	-4	4	0.5	-2.0	0	CCOc1ccc2oc(=O)cc(C)c2c1
34	10	-8	-3	-5	1	-16	-2.0	-1.4	0	Cc1ccc(Cl)cc1N1CCN(C(=O)c2ccc3c(c2)CCN3S(C)(=O)=O)CC1
1	3	-5	3	2	4	-10	-2.2	-0.2	-6	O=C(CN1C(=O)c2ccccc2C1=O)Nc1sc2c(c1C(=O)NCC1CCCO1)CCC2 (stereo unspecified)
-9	-3	-5	-2	5	0	4	-0.7	-1.9	-6	O=C(Cc1ccc(Cl)c(Cl)c1)OCC(=O)c1ccc[nH]1
/	-2	1	-6	3	-7	-5	-2.4	-0.6	2	CCCCN1C(=O)C2ON(c3ccccc3C)C(c3ccco3)C2C1=O (stereo unspecified)
-13	-3	4	2	1	-6	-25	0.0	2.4	-7	CCCCC(CC)C(=O)Nc1cc(C(=O)NCCC)ccc1N1CCC2(CC1)CC(c1ccccc1)=NO2 (stereo unspecified)
5	4	-26	-2	3	-3	/	-2.2	-4.8	4	O=C(Nc1cccnc1Cl)c1cc(-c2cccc(Cl)c2)on1
1	-4	-7	1	6	4	5	-0.5	-2.8	16	CN(C)CCC=C1c2ccccc2C=Cc2ccccc21
-1	-1	2	-4	-10	-2	-26	-3.3	0.9	6	CC(=O)c1ccc(NC(=O)C(C)OC(=O)CCN=C2NS(=O)(=O)c3ccccc32)cc1 (stereo unspecified)
4	-3	-8	1	11	-2	12	-2.4	1.1	-8	O=C(O)COc1ccccc1C1C2C(=O)N(c3ccccc3)C(=O)C2ON1c1ccccc1 (stereo unspecified)
4	-7	-1	-8	0	-3	/	-2.8	-3.0	1	COC(=O)c1cccc(NC(=O)CSc2nnc(-c3ccco3)o2)c1
1	-3	-9	7	0	0	-55	-0.8	2.8	-6	COc1cc2cnc(-c3ccsc3)c(-c3ccc(F)cc3)c2cc1OC
-7	-2	-3	-4	-4	-2	10	-1.1	0.2	7	COc1ccc(C(=O)OCC(=O)Nc2cc(C)on2)cc1S(=O)(=O)N1CCOCC1
